Screening results from PubChem.
LYPLA1 inh – LYPLA1 inhibitors, primary screen, counter-screen for PME1 inhibitor project, biochemical, fluorescence polarization, FP-Rh probe ABPP | inhibition, % at 5.9 µM | 0.16% of 320,000 active | recombinant LYPLA1 | Acyl-protein thioesterase 1 (Homo sapiens), O75608;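 active = inhibition above the mean of all tested compounds plus 3 SD, set per campaign, cut at about 14% in these data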;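 also: inhibitors block serine hydrolase probe labeling of LYPLA1 so polarization falls; 0% = enzyme with DMSO and 100% = wells lacking LYPLA1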
GSTO1 inh – inhibitors of recombinant GSTO1, primary screen, counter-screen for RBBP9 inhibitor project, biochemical, fluorescence polarization; 1.1% of 300,000 active; activity-based probe fluorescence polarization; inhibition, % at 5.96 µM;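 active = inhibition above the campaign mean inhibition plus 3 SD, cut at about 35% in these data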;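 also: 0% = GSTO1-1 with DMSO and 100% = wells lacking GSTO1-1 enzyme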
Target sequence (P78417 whole entry, looked up): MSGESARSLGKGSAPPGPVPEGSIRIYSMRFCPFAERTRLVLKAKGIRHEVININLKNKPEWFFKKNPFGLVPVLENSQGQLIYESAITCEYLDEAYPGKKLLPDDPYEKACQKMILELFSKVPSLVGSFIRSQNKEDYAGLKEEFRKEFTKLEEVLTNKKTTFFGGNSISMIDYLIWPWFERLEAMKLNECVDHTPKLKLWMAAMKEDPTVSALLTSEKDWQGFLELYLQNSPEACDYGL
PAD4 FP inh – human PAD4 inhibitors, primary screen, biochemical, fluorescence polarization, 1536-well format; recombinant PAD4, RCA probe fluorescence polarization; inhibition, % at 6.36 µM; 0.41% of 330,000 active;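 active = percent inhibition above a cutoff equal to the mean of all tested compounds plus 3 SD, cut at about 15% in these data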;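 also: 0% = PAD4 with RCA probe and DMSO and 100% = probe without PAD4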
pPAFAH FP inh – pPAFAH enzyme inhibitors, primary screen, biochemical, fluorescence polarization, human; Platelet-activating factor acetylhydrolase (Homo sapiens), Q13093; inhibition, % at 3.39 µM; AID 463082, 2010; 1.5% of 330,000 active; recombinant pPAFAH, FP-rhodamine probe fluorescence polarization;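 active = inhibition above the mean inhibition across the screen plus 3 SD, cut at about 25% in these data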;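 also: inhibitors block binding of the rhodamine activity-based probe so polarization drops; 0% = enzyme with DMSO and 100% = wells lacking pPAFAH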
Target sequence (Q13093 whole entry, looked up): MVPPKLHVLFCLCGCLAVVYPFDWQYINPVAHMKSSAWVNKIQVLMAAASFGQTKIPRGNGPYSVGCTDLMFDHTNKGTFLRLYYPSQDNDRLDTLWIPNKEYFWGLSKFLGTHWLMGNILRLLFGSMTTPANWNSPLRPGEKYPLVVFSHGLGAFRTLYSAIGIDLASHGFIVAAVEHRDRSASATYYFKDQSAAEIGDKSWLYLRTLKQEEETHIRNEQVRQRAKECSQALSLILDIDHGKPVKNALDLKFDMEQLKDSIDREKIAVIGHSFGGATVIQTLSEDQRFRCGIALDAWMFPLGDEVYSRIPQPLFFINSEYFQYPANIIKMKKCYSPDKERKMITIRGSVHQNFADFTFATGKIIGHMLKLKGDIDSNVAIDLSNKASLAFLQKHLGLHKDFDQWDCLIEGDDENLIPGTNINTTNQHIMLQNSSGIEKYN
PME-1 primary – PME-1 inhibitors via competitive probe labeling, primary screen, biochemical, fluorescence polarization, FP-Rh probe, HTS; recombinant PME-1; inhibition, % at 5.9 µM; 0.53% of 320,000 active; AID 2130, 2009;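 active = inhibition above the campaign mean of all compounds plus 3 SD, cut at about 26% in these data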;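 also: competitive labeling of PME-1 active site by serine hydrolase directed probe; 0% = PME-1 with DMSO and 100% = wells lacking PME-1 enzyme; inhibitors block probe labeling so polarization falls and inhibition rises; many of its hits are not listed in these tables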
Target sequence (Q9Y570 whole entry, looked up): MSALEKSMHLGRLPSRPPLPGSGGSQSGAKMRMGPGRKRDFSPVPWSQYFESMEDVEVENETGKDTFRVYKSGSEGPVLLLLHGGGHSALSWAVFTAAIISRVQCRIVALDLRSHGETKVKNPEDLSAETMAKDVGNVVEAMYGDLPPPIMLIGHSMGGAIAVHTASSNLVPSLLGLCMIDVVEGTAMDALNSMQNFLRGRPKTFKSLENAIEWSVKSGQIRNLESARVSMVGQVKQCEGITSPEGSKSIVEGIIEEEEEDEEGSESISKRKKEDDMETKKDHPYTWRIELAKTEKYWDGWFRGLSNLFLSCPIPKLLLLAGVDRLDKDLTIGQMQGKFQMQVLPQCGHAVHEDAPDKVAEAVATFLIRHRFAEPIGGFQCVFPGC
LYPLA2 counter – LYPLA2 inhibitors, primary screen, counter-screen for PME1 inhibitor project, biochemical, fluorescence polarization, FP-Rh probe ABPP | Acyl-protein thioesterase 2 (Homo sapiens), O95372 | inhibition, % at 5.9 µM | recombinant LYPLA2 | AID 2177, 2009 | 0.38% of 320,000 active;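 active = inhibition above the screen-wide mean plus 3 SD, limit set per campaign, cut at about 26% in these data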;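 also: 0% = LYPLA2 with DMSO and 100% = wells lacking LYPLA2 enzyme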
PAFAH1B2 FP inh – PAFAH1B2 enzyme inhibitors, primary screen, biochemical, fluorescence polarization, human; Platelet-activating factor acetylhydrolase IB subunit alpha2 (Homo sapiens), P68402; recombinant PAFAH1B2, FP-rhodamine activity probe; inhibition, % at 3.39 µM; 1.2% of 340,000 active; AID 492953, 2010;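 active = inhibition above the mean of all tested compounds plus 3 SD, cut at about 24% in these data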;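 also: 0% = enzyme with DMSO and 100% = wells lacking PAFAH1B2; many of its hits are not listed in these tables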
PAFAH1B3 inh – PAFAH1B3 enzyme inhibitors, primary screen, biochemical, fluorescence polarization, human; Platelet-activating factor acetylhydrolase IB subunit alpha1 (Homo sapiens), Q15102; recombinant PAFAH1B3, FP-rhodamine probe; inhibition, % at 3.39 µM; 0.28% of 340,000 active;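 active = inhibition above the screen-wide average of all tested compounds plus 3 SD, cut at about 25% in these data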;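 also: 0% = enzyme with DMSO only and 100% = wells lacking PAFAH1B3 protein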
PREPL inh – PREPL enzyme inhibitors, primary screen, biochemical, fluorescence polarization. recombinant PREPL, fluorescence polarization activity-based probe. AID 2751, 2010. Prolyl endopeptidase-like (Homo sapiens), Q4J6C6. inhibition, % at 5.96 µM. 0.68% of 320,000 active; in the data active = inhibition above about 43%;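 also: 0% = enzyme with DMSO and 100% = wells lacking enzyme; many of its hits are not listed in these tables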
Active calls of the source: *. This is a subset; rates above refer to the full screens.

Cc1csc2c(N3CCN(S(=O)(=O)c4ccc(Cl)cc4)CC3)ncnc12 was read as LYPLA1 inh 0, GSTO1 inh 4, PAD4 FP inh -4, pPAFAH FP inh 4, PME-1 primary 7, LYPLA2 counter -4, PAFAH1B2 FP inh 9, PAFAH1B3 inh 4 and PREPL inh -70.
`Cc1ccccc1NC(=O)CC(=O)c1ccccc1` gave LYPLA1 inh 2, GSTO1 inh 4, PAD4 FP inh -1, pPAFAH FP inh -1, PME-1 primary -1, LYPLA2 counter 1, PAFAH1B2 FP inh 9, PAFAH1B3 inh 2 and PREPL inh -2.
`CC(C)(C)c1ccc(C(=O)NCC2CCCN2S(=O)(=O)c2ccccc2)cc1` (configuration not stated) gave LYPLA1 inh 0, GSTO1 inh 0, PAD4 FP inh -10, pPAFAH FP inh 9, PME-1 primary 0, LYPLA2 counter 2, PAFAH1B2 FP inh 3, PAFAH1B3 inh 5 and PREPL inh 16.
COc1ccc(-c2noc(CCCC(=O)Nc3ccc(C(N)=O)cc3)n2)cc1 was read as LYPLA1 inh 2, GSTO1 inh 0, PAD4 FP inh -7, pPAFAH FP inh -6, PME-1 primary -3, LYPLA2 counter 2, PAFAH1B2 FP inh -1, PAFAH1B3 inh -1 and PREPL inh 0.
Screening O=C1CCCN2N=C(SCC(=O)N3CCCCC3)SC2=N1 returned LYPLA1 inh 0, GSTO1 inh -1, PAD4 FP inh -3, pPAFAH FP inh 5, PME-1 primary -1, LYPLA2 counter -3, PAFAH1B2 FP inh -3, PAFAH1B3 inh 9 and PREPL inh -4.
For COc1cc(/C=C/C(=O)OCC(=O)Nc2ccc(Cl)cn2)ccc1O the results were LYPLA1 inh -2, PAD4 FP inh 3, pPAFAH FP inh 5, PME-1 primary 6, LYPLA2 counter 5, PAFAH1B2 FP inh 4, PAFAH1B3 inh 7 and PREPL inh 21.
O=C(c1cc2n(n1)C(C(F)(F)F)CC(c1ccc(Cl)cc1)N2)N1CCCC1 (configuration not stated) was read as LYPLA1 inh -1, GSTO1 inh 0, PAD4 FP inh 1, pPAFAH FP inh 9, PME-1 primary 3, LYPLA2 counter 0, PAFAH1B2 FP inh 6, PAFAH1B3 inh -3 and PREPL inh 5.
Screening CCc1cc2c(SCc3nc4sc(C(C)=O)c(C)c4c(=O)[nH]3)ncnc2s1 returned LYPLA1 inh -12, GSTO1 inh -11, PAD4 FP inh -7, pPAFAH FP inh 10, PME-1 primary -21, LYPLA2 counter -11, PAFAH1B2 FP inh -1, PAFAH1B3 inh -7 and PREPL inh -10.
Screening COc1ccc([C@H]2C=C(C(=O)O)O[C@@H](OCc3ccc(CO)cc3)C2)cc1 returned LYPLA1 inh -2, GSTO1 inh 2, PAD4 FP inh -5, pPAFAH FP inh 2, PME-1 primary 2, LYPLA2 counter 5, PAFAH1B2 FP inh -2, PAFAH1B3 inh -3 and PREPL inh -25.
`O=C(COC(=O)C1CC2CCCC(C1)C2=O)NNC(=O)c1ccccc1Br` (configuration not stated) gave LYPLA1 inh -1, PAD4 FP inh 0, pPAFAH FP inh 2, PME-1 primary -2, LYPLA2 counter 1, PAFAH1B2 FP inh 0, PAFAH1B3 inh 1 and PREPL inh 18.
CC(C)c1ccc(-c2nn(-c3ccccc3)cc2C(=O)NCC2CCCO2)cc1 (configuration not stated) was read as LYPLA1 inh 1, GSTO1 inh -4, PAD4 FP inh -1, pPAFAH FP inh 5, PME-1 primary -6, LYPLA2 counter 0, PAFAH1B2 FP inh -1, PAFAH1B3 inh 0 and PREPL inh 1.
For Cc1cccc(NC(=O)CSCC(=O)N2CCN(C(=O)c3ccco3)CC2)c1 the results were LYPLA1 inh 2, PAD4 FP inh -1, pPAFAH FP inh -3, PME-1 primary 1, LYPLA2 counter 0, PAFAH1B2 FP inh 4, PAFAH1B3 inh 1 and PREPL inh 15.
`CC(=O)Nc1ccc(NS(C)(=O)=O)cc1` gave LYPLA1 inh 5, GSTO1 inh -2, PAD4 FP inh 0, pPAFAH FP inh 6, PME-1 primary 4, LYPLA2 counter 17, PAFAH1B2 FP inh -3, PAFAH1B3 inh -1 and PREPL inh 0.
CC(NC(=O)c1ccco1)C(=O)Nc1nc(-c2ccccn2)cs1 (configuration not stated) was read as LYPLA1 inh -1, GSTO1 inh 4, PAD4 FP inh 1, pPAFAH FP inh 7, PME-1 primary -2, LYPLA2 counter -3, PAFAH1B2 FP inh 3, PAFAH1B3 inh 2 and PREPL inh 8.
`O=C(NCc1ccccc1)NS(=O)(=O)c1ccccc1Cl` gave LYPLA1 inh 4, GSTO1 inh 5, PAD4 FP inh 5, pPAFAH FP inh 3, PME-1 primary 3, LYPLA2 counter 5, PAFAH1B2 FP inh 7, PAFAH1B3 inh 3 and PREPL inh -2.
Screening CC(=O)Nc1ccc(NC(=O)CSc2nnc(C)c(=O)[nH]2)cc1 returned LYPLA1 inh 5, GSTO1 inh 12, PAD4 FP inh 0, pPAFAH FP inh 3, PME-1 primary 11, LYPLA2 counter 3, PAFAH1B2 FP inh -4, PAFAH1B3 inh -6 and PREPL inh 2.
`CCOC(=O)C(C(=O)OCC)[C@@H]1CS(=O)(=O)C[C@H]1C(C(=O)OCC)C(=O)OCC` gave LYPLA1 inh 2, GSTO1 inh 8, PAD4 FP inh -2, pPAFAH FP inh -2, PME-1 primary -3, LYPLA2 counter 5, PAFAH1B2 FP inh 6, PAFAH1B3 inh 10 and PREPL inh 15.
For O=C(Cc1cccs1)N(Cc1cccs1)C1(C(=O)NC2CCCCC2)CCCCC1 the results were LYPLA1 inh -2, GSTO1 inh 1, PAD4 FP inh -2, pPAFAH FP inh 2, PME-1 primary -1, LYPLA2 counter 0, PAFAH1B2 FP inh 2, PAFAH1B3 inh 2 and PREPL inh 10.
O=C(c1ccc(Cl)cc1Cl)N1CCc2ccccc21 was read as LYPLA1 inh 0, GSTO1 inh -2, PAD4 FP inh -2, pPAFAH FP inh 2, PME-1 primary 0, LYPLA2 counter -8, PAFAH1B2 FP inh -1, PAFAH1B3 inh 9 and PREPL inh 0.
Screening COc1ccc(NC(=O)C2C3CCC(O3)C2C(=O)O)cc1OC (configuration not stated) returned LYPLA1 inh -4, GSTO1 inh 6, PAD4 FP inh -9, pPAFAH FP inh 1, PME-1 primary 1, LYPLA2 counter -6, PAFAH1B2 FP inh 6, PAFAH1B3 inh 14 and PREPL inh -8.
For CCSc1nnc(CNC(=O)C23CC4CC(CC(C4)C2)C3)n1Cc1ccccc1 the results were LYPLA1 inh 0, GSTO1 inh 6, PAD4 FP inh -8, pPAFAH FP inh 5, PME-1 primary 0, LYPLA2 counter -2, PAFAH1B2 FP inh 10, PAFAH1B3 inh 2 and PREPL inh 3.
`CCCCC1=CC2=C(c3ccco3)C(=O)C(C)(OC(=O)c3ccc(OC)cc3)C(=O)C2=CN1c1ccccc1` (configuration not stated) gave LYPLA1 inh -2, GSTO1 inh 9, PAD4 FP inh -6, pPAFAH FP inh 12, PME-1 primary 0, LYPLA2 counter 3, PAFAH1B2 FP inh -1, PAFAH1B3 inh -4 and PREPL inh 29.
O=C(NNC(=O)c1ccc(Cl)nc1)c1ccncc1 was read as LYPLA1 inh 0, PAD4 FP inh 1, pPAFAH FP inh 5, PME-1 primary -1, LYPLA2 counter -5, PAFAH1B2 FP inh -3, PAFAH1B3 inh 3 and PREPL inh 3.
For CCCCSc1cc(C)nc2ncnn12 the results were LYPLA1 inh 2, GSTO1 inh 5, PAD4 FP inh -1, pPAFAH FP inh -1, PME-1 primary -5, LYPLA2 counter -1, PAFAH1B2 FP inh 7, PAFAH1B3 inh 4 and PREPL inh 5.
For Cc1nn(C(C)(C)C)c(OC(=O)c2cccs2)c1S(=O)(=O)c1ccccc1 the results were LYPLA1 inh -1, GSTO1 inh 0, PAD4 FP inh 2, pPAFAH FP inh 1, PME-1 primary 5, LYPLA2 counter 2, PAFAH1B2 FP inh 4, PAFAH1B3 inh 3 and PREPL inh 14.
CC(=O)N1CC=CC1(C)C(=O)O (configuration not stated) was read as LYPLA1 inh -5, GSTO1 inh -3, PAD4 FP inh -4, pPAFAH FP inh 2, PME-1 primary 2, LYPLA2 counter -9, PAFAH1B2 FP inh 3, PAFAH1B3 inh 10 and PREPL inh -3.
O=C(CNC(=O)c1ccc(Br)cc1)NC1=NCCS1 was read as LYPLA1 inh -2, GSTO1 inh -1, PAD4 FP inh 4, pPAFAH FP inh -1, PME-1 primary 3, LYPLA2 counter -2, PAFAH1B2 FP inh 6, PAFAH1B3 inh 8 and PREPL inh 11.
`CCn1cc(-c2ccnc3cc(C(=O)O)nn23)c(C)n1` gave LYPLA1 inh 5, GSTO1 inh -1, PAD4 FP inh -7, pPAFAH FP inh 5, PME-1 primary -3, LYPLA2 counter -1, PAFAH1B2 FP inh 2, PAFAH1B3 inh 5 and PREPL inh -15.
For COc1ccccc1C1C([N+](=O)[O-])=CC([N+](=O)[O-])=CN1C (configuration not stated) the results were LYPLA1 inh -3, GSTO1 inh 6, PAD4 FP inh -5, pPAFAH FP inh 3, PME-1 primary 0, LYPLA2 counter -2, PAFAH1B2 FP inh -3, PAFAH1B3 inh 2 and PREPL inh 0.
`CC[C@]1(C(=O)OC)[C@H]2C(=O)N(C)C(=O)[C@H]2[C@H]2CN=C(SCc3ccc(C(=O)OC)cc3)N21` gave PAD4 FP inh -4, pPAFAH FP inh 0, PAFAH1B2 FP inh 1 and PAFAH1B3 inh 2.
Screening COc1cc(CN2CCN(C(=O)CC(C)C)CC2)c([N+](=O)[O-])cc1OC returned LYPLA1 inh 0, GSTO1 inh -5, PAD4 FP inh 0, pPAFAH FP inh 6, PME-1 primary -4, LYPLA2 counter -3, PAFAH1B2 FP inh 5, PAFAH1B3 inh 2 and PREPL inh -1.
Cc1cc(C(=O)N2CCN(c3ccccn3)CC2)c(C)o1 was read as LYPLA1 inh 1, GSTO1 inh -7, PAD4 FP inh 7, pPAFAH FP inh 5, PME-1 primary -1, LYPLA2 counter 3, PAFAH1B2 FP inh 2, PAFAH1B3 inh 5 and PREPL inh 2.
O=C(CCC(=O)OCc1ccc(C(=O)Oc2ccc(Cl)cc2)cc1)Nc1ccccc1 was read as LYPLA1 inh -1, GSTO1 inh -1, PAD4 FP inh -2, pPAFAH FP inh 2, PME-1 primary -5, LYPLA2 counter 2, PAFAH1B2 FP inh 4, PAFAH1B3 inh 6 and PREPL inh 13.
Screening COc1ccc(OC)c2[nH]c(=O)c(CCNC(=O)C(=O)c3c(C)[nH]c4ccccc34)cc12 returned LYPLA1 inh -5, GSTO1 inh 0, PAD4 FP inh -1, pPAFAH FP inh -2, PME-1 primary 9, LYPLA2 counter -1, PAFAH1B2 FP inh -8, PAFAH1B3 inh 2 and PREPL inh -9.
Screening O=C(Nc1cccc(S(=O)(=O)N2CCCCC2)c1)C1CCC1 returned LYPLA1 inh -3, GSTO1 inh -4, PAD4 FP inh 2, pPAFAH FP inh -3, PME-1 primary 0, LYPLA2 counter -1, PAFAH1B2 FP inh 4, PAFAH1B3 inh 1 and PREPL inh 10.
